# Source: PubChem BioAssay
# NPY-Y1 antag: NPY-Y1 (human) receptor antagonism. P25929. HEK293-CNG Y1 cells, membrane potential fluorescence; NPY at EC95, then isoproterenol. inhibition, % at 3.6 µM. hit rate 1% among 200,000;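 active = inhibition above the campaign mean inhibition of all tested compounds plus 3 SD, cut at about 20% in these data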;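 also: 0% = DMSO wells given NPY plus isoproterenol and 100% = isoproterenol alone without NPY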
# Target sequence (P25929 whole entry, looked up): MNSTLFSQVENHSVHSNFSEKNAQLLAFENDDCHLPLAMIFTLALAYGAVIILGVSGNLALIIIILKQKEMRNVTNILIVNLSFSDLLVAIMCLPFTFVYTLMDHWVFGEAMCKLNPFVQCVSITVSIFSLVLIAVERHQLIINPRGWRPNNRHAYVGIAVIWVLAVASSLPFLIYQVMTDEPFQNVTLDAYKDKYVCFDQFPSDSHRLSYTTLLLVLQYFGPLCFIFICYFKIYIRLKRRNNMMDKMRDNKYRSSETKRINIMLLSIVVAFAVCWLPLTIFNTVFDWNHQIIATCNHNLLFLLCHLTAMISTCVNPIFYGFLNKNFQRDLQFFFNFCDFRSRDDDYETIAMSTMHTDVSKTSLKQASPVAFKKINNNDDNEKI
#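 Test system – HEK293 Y1/CNG channel cell line · Also added – NPY agonist 25 nM, then isoproterenol 1 µM plus Ro 20-1724 25 µM · Compound dosing – one concentration, 3.6 µM, in 0.4% DMSO · Schedule – compound incubation 1 h at room temperature, readout 45 min post-stimulation · Technique – fluorescence, membrane potential probe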
# TRPN1 ag: agonists of zebrafish TRPN1 channel; hit rate 0.18% among 220,000; activation, % at 3 µM; HEK293 zebrafish TRPN1-YFP, Fluo-8 calcium fluorescence; 100% = response to 87 µM carbachol;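 active = activation above its plate's cutoff, the mean activation of test wells on that plate plus 3 SD, cut at about 19% in these data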;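 also: 0% = DMSO alone and 100% = 87 µM carbachol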
#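 Assay system: Zebrafish TRPN1-YFP in HEK293 cells | Incubation: Dye loading 1 h at 37 °C, then 30 min room temperature | Measured by: Kinetic Fluo-8 fluorescence, ex 470-495, em 515-575 nm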
# CHOP inhibitor: inhibitors of CHOP induction in ER stress response. CHO-K1 CHOP-promoter luciferase, tunicamycin-induced, 15-18 h. inhibition, % at 10 µM. hit rate 3.8% among 220,000;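 active = compounds that reduced the stress-induced luciferase reporter signal by more than about 70% of percent inhibition, limit read from the data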;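 also: 0% = tunicamycin plus vehicle and 100% = wells without tunicamycin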
# TRPML3 agonist: agonists of human TRPML3 channel. HEK293 TRPML3-YFP, Fluo-8 calcium fluorescence; 100% = the carbachol control signal. activation, % at 3 µM. hit rate 0.29% among 220,000;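 active = activation above its plate's cutoff, the mean activation of the plate's test wells plus 3 SD, cut at about 12% in these data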;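 also: 0% = DMSO only wells and 100% = carbachol wells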
#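 Test system: HEK293 cells stably carrying human TRPML3-YFP; Doses: single dose, 3 µM final nominal compound, 0.3% DMSO final; Schedule: dye loading 1 h 37 °C then 30 min ambient, 125 s read; Technique: Fluo-8 calcium fluorescence; Benchmarks: high control carbachol 87 µM, low control DMSO.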
# EP2 modulator: modulators of human EP2 prostaglandin E2 receptor. P43116. EP2-expressing cells, cAMP HTRF FRET, PGE2 co-stimulation. induction, % at 25 µM. hit rate 0.83% among 260,000. AID 940;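 active = compounds whose cAMP rise, as percent of the full-agonist control response, exceeds 60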;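 also: rat C6 glioma line stably carrying human EP2 under a CMV promoter; the protocol text gives 20 µM as final concentration; 100% = response of wells given 1 µM PGE2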
# Target sequence (P43116 whole entry, looked up): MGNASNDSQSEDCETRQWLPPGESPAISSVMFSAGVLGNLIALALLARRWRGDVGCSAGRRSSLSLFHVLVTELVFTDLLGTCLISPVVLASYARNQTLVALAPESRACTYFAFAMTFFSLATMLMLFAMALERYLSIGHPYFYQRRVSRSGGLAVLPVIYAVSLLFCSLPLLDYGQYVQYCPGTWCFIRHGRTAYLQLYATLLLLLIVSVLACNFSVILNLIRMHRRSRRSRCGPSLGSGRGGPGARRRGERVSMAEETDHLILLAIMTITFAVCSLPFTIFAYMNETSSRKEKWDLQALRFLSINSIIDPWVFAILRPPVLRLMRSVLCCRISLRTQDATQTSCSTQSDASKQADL
# EP2 antag: blocks the human prostaglandin E2 receptor EP2. P43116. hit rate 0.52% among 260,000. AID 1422. C6 glioma cells expressing human EP2, cAMP TR-FRET; cells stimulated with saturating PGE2. inhibition, % at 25 µM;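 active = percent inhibition above 40 after rounding to a whole number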;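 also: rat C6 glioma host cells with rolipram phosphodiesterase inhibitor present; the protocol text gives 20 µM as final concentration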
# PPC-1+TRAIL kill: PPC-1 cancer cell killing with TRAIL present; cell killing (% activity), % at 4 µM; PPC-1 cells + TRAIL, ATPLite viability luminescence; hit rate 0.41% among 220,000;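 active = cell killing above 50% in the first pass at 4 µM, then a duplicate retest at 5 µM averaging 50% or more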;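 also: plate controls were cells with TRAIL plus DMSO for no effect and medium-only wells lacking cells for full effect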
# NPY-Y1 PAM-ag: human NPY-Y1 potentiation or agonism, primary screen; NPY-Y1 expressing cells, potentiator/agonist activation; activation, % at 3.6 µM; hit rate 0.37% among 220,000; AID 1304; in the data active = activation above about 33%, passing the limit was not always enough;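 also: cells stimulated with NPY at EC10 then isoproterenol at EC100; 0% = low agonist plus stimulus and 100% = saturating agonist plus stimulus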
# 14-3-3 Bad PPI: disrupts binding of bovine 14-3-3 zeta to phospho-Bad peptide; TR-FRET 14-3-3zeta/Dy647-pBad peptide displacement, 1 h; hit rate 0.71% among 220,000; P63103; inhibition, % at 21.7 µM;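 active = inhibition above about 70%, limit read from the data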;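 also: 0% = full 14-3-3 plus peptide FRET controls and 100% = background without 14-3-3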
# Target sequence (P63103 whole entry, looked up): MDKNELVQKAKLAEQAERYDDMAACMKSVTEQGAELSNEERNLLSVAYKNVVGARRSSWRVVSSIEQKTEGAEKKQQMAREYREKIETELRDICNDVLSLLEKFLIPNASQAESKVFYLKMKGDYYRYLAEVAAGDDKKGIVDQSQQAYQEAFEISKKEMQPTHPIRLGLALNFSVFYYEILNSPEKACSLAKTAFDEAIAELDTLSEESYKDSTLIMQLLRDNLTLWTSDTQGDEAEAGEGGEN
# Numbers without * were called inactive; / = no result given; & = joins results of further samples; [ ] = dose if it differs, or a comment. Some of the compounds tested; the hit share may differ from the screen's.
cpd	smiles	NPY-Y1 antag	TRPN1 ag	CHOP inhibitor	TRPML3 agonist	EP2 modulator	EP2 antag	PPC-1+TRAIL kill	NPY-Y1 PAM-ag	14-3-3 Bad PPI
1	CC(=O)Nc1cccc(/C(C)=N/NC(=O)c2cccc(S(=O)(=O)N3CCOCC3)c2)c1	7	0.6	9	0.9	-11	0	-12	-6	-3
2	Cc1ccc(S(=O)(=O)N2CCCC(c3nc(-c4ccc(C)o4)no3)C2)cc1 (configuration not stated)	10	-1.5	14	-1.0	3	6	25	-22	-5
3	Cc1ccc2[nH]c(C)c(CCNC(=O)c3c(N)no[n+]3[O-])c2c1	3	1.1	13	0.7	-51	7	8	1	-12
4	S=C(N=Nc1ccccc1)NNc1ccccc1	-1	0.6	7	1.0	59	14	0	-9	-17
5	Cn1ncc(Cl)c1C(=O)N1CCCc2ccccc21	-2	-1.8	7	0.4	17	8	34	-5	-2
6	Cc1ccc2nc(-c3cccc(S(=O)(=O)N(C)C)c3)cn2c1	14	-0.3	22	-0.1	-26	-1	45	-10	/
7	CCOc1ccccc1NC(=S)N(CCN(C)C)C(C)c1ccncc1 (configuration not stated)	-1	0.6	-9	-0.2	14	8	16	5	-5
8	CC(C)c1cc(C(=O)Nc2cccc(Cl)c2)no1	3	1.8	-6	1.2	-17	5	0	-28	-2
9	CC(=O)c1ccc(S(=O)(=O)N(Cc2cc3cc4c(cc3[nH]c2=O)OCCO4)CC2CCCO2)cc1 (configuration not stated)	-2	1.8	-9	-0.5	7&-22	9&9	0	-4	-9
10	COc1cccc(N/C(N)=N/c2nc(C(F)(F)F)cc(C(F)(F)F)n2)c1	0	0.4	7	0.4	-11	8	16	9	-6
11	CSc1c2c(nc3ncnn13)CCC2	0	-0.2	27	1.5	-2	6	-2	23	-17[fluorescence artefact?]
12	CCn1c(SCC(=O)N2CCN(c3cccc(Cl)c3)CC2)nc2ccccc2c1=O	24*	0.6	5	-0.3	-71	29	11	-35	-1
13	O=c1cc(O)nc(SCc2ccccc2Cl)[nH]1	14	0.3	-8	1.5	-18	9	16	3	-2
14	CCCCCCCCSc1nnc(/N=C/N(C)C)s1	/	2.3	21	0.1	15	11	8	17	-6
15	CC1=NN(c2ccccc2)C(=O)C1=C(C)C	10	2.2	12	0.7	15	2	7	-5	-14
16	N/C(CCS(=O)(=O)c1ccc(Cl)cc1)=N\OC(=O)c1ccc(Cl)cc1	/	0.1	-2	0.9	-28	14	2	3	3
17	COC(=O)C1=C(C)N(C)C(C)=C(C(=O)OC)C1c1ccncc1	1	-2.5	-16	-0.3	38	27	14	3	-9
18	Cc1cc(C(=O)Nc2ccc(C)c(S(=O)(=O)N3CCOCC3)c2)c(C)o1	1	-0.7	60	-0.6	-50	8	13	8	-5
19	O=C(Nc1ccc(/C=C/c2nc3ccccc3o2)cc1)c1ccc(F)cc1	0	1.8	23	-0.2	-26	12	12	-6	-3[fluorescence artefact?]
20	Cc1cc2nnc(SCCCCN3C(=O)c4ccccc4C3=O)n2c2ccccc12	12	1.0	7	0.6	-12	9	8	-19	-16[fluorescence artefact?]
21	COc1cccc(N(C(=O)c2cccs2)c2nc3ccccc3s2)c1	-1	1.4	19	-0.1	-8	8	-7	10	/
22	CCOC(=O)N1CCC(N(CCN(C)C)C(=S)Nc2ccccc2OC)CC1	-1	-0.6	4	0.9	11	5	7	-9	-10
23	N=c1n(Cc2ccccc2)c2ccccc2n1CC(O)COc1ccc(Cl)cc1Cl (configuration not stated)	8	3.6	109*	2.3	-68	13	/	-23	6
24	Cc1cc(=O)[nH]c(N2CCN(C(c3ccccc3)c3ccccc3)CC2)n1	3	-1.9	8	-1.4	32	2	5	4	3[fluorescence artefact?]
25	Nc1nc(N2CCCCC2)nc(N(c2ccccc2)c2ccccc2)n1	-4	0.1	69	0.8	31	8	8	0	-2
26	C=CCn1c(SCc2nc(N)nc(N(C)C)n2)nnc1-c1cccnc1	-6	1.7	-17	0.7	-2	/	26	1	5[fluorescence artefact?]
27	Cc1cc(C)cc(S(=O)(=O)c2cnc3ccccc3n2)c1	11	-2.2	-22	0.0	7	8	15	-15	7
28	O=C(NC(Cc1ccccc1)c1ccc2c(c1)OCCCO2)c1ccccc1F (configuration not stated)	14	-0.3	9	-0.6	18	10	-6	1	0
29	Cc1ccc(NCCC(=O)c2ccc(Br)cc2)cc1	3	1.0	-26	0.1	-15	13	11	-34	2
30	CCOC(=O)N/N=C/c1ccc(N2CCOCC2)s1	2	0.2	-6	-0.2	-2	11	7	5	-7
31	O=C(Nc1ccc(Oc2ccc(C(F)(F)F)cn2)c(Cl)c1)C1CC1	0	0.5	47	1.1	31	14	21	16	-4
32	O=C(NCCCn1ccnc1)c1cc(C(=O)C2CC2)c[nH]1	12	1.8	-12	0.3	-1	5	10	12	-15[fluorescence artefact?]
33	COCc1[nH]nc2c1C(c1ccc(OC)cc1)C(C#N)=C(N)O2 (configuration not stated)	-5	1.3	32	0.1	7	15	2	-14	-4
34	O=C(Cn1c(=O)sc2ccccc21)Nc1ccccc1	-7	0.9	17	0.3	3	-2	-3	-6	-7
35	COc1cc(Cl)cc(/C=N/NC(N)=O)c1O	1	-1.0	17	0.7	-21	6	16	-16	-18
36	CO/N=C(\Cn1ncc(N2CCCC2)c(Cl)c1=O)c1ccc(Cl)cc1	2	-2.4	28	-0.8	-8	15	18	-16	-14
37	CCCOc1ccc2ccccc2c1/C=N/n1c(C)nnc1-n1nc(C)cc1C	29*	-3.1	/	-1.4	3	5	32	-17	6
38	CCOc1cc(C(N)=O)cc(Br)c1OCC	-5	-0.6	36	0.4	21	3	11	-2	-6
39	CN1CCOCCOCCN(C)C1=O	-3	-0.5	19	0.9	13	8	16	10	7
40	O=C(Nc1ccccc1)Nc1nc(-c2ccccc2)cs1	/	2.2	-6	0.8	-30	13	3	10	-13
41	O=C(Cc1c(F)cccc1Cl)NC1=NCCS1	3	1.3	3	1.3	21	1	23	-2	-18
42	C=CCOc1nc2c(c(=O)n(C)c(=O)n2C)n1Cc1c(Cl)cccc1Cl	-1	-1.1	86*	-0.2	42	13	24	-11	8
43	O=C(NCCCCCCNC(=O)c1cncc(O)c1)c1cncc(O)c1	/	1.8	-5	0.2	23	4	-1	-4	33
44	C=CCn1c(C)cc(C(=O)CSc2nc(N)cc(N)n2)c1C	5	1.3	0	-0.4	-31	0	24	-4	-1
45	CCOC(=O)c1c(-c2ccccc2)oc2ccc(OC(C)C(=O)O)cc12 (configuration not stated)	/	-1.4	2	0.2	21	11	-12	-1	1
46	CSCc1ccc(C(=O)Nc2cc(C)cc(C)c2)cc1	-4	-2.1	-4	-1.4	-74	6	49	-20	-4[fluorescence artefact?]
47	COc1ccccc1-c1cc(C(=O)NCCCn2ccnc2)no1	7	-0.2	40	-0.1	-2	9	5	5	45
48	CC(C)Cn1cnc2sc3c(c2c1=N)CCCC3	10	-1.0	1	0.1	-6	7	20	-23	-3
49	CCOc1ccccc1NC(=O)C1CCN(C(=O)NCc2ccccc2)CC1	-1	-0.8	29	0.9	14	0	3	-17	-6
50	COc1ccc(N2CCN(c3ncnc4c3[nH]c3ccccc34)CC2)cc1	5	9.3	50	2.2	-45	54*	25	23	-8

# Further records.
cpd	smiles	NPY-Y1 antag	TRPN1 ag	CHOP inhibitor	TRPML3 agonist	EP2 modulator	EP2 antag	PPC-1+TRAIL kill	NPY-Y1 PAM-ag	14-3-3 Bad PPI
51	CCC(=O)c1ccc(Oc2ccc(C(=O)c3ccc(C)cc3)cc2[N+](=O)[O-])cc1	5	-0.7	57	1.6	3	4	2	2	-5[fluorescence artefact?]
52	CCOC(=O)C1=C(CC)OC(N)=C(C#N)C1c1ccc(OC)c(OC)c1OC (configuration not stated)	5	-0.2	6	0.8	23	5	16	6	-9
53	CN(C(=O)c1ccc(OC2CCN(CCc3ccccc3)CC2)cc1)C1CCCCC1	3	2.9	9	1.1	-19	8	/	-21	-7
54	CCC(=O)Nc1cccc(-n2nnnc2SCC(=O)N2CCCCC2)c1	3	1.9	-25	1.0	3	0	-2	-12	-5
55	CCOc1cc(/C=N/O)cc(Br)c1OCc1ccc(Cl)cc1	14	0.7	7	0.5	24	10	10	5	3[fluorescence artefact?]
56	Cc1cc(Nc2ccccc2)c2c([N+](=O)[O-])ccc(C)c2n1	-2	-2.7	58	-1.5	41	1	22	-24	-14
57	O=Cc1cccn1-c1cccc([N+](=O)[O-])c1	3	2.4	-7	-1.0	4	11	-2	6	-15
58	CCC(NC(=O)NNC(=O)c1ccncc1)(C(F)(F)F)C(F)(F)F	/	0.7	0	1.5	0	5	8	10	6
59	Cc1cnc(C(=O)Nc2ccccc2-c2ccc(C)o2)cn1	4	-0.1	38	0.5	39&43	9&7	-4	101*	5
60	Cn1c(SCC(=O)N2CCOCC2)nnc1-c1cccc(NC(=O)c2ccccc2F)c1	-3	0.4	5	0.9	-12	5	18	-27	5[fluorescence artefact?]
61	CC(=O)NS(=O)(=O)c1ccc(NC(=S)NC(=O)c2ccco2)cc1	-4	0.6	29	1.5	-20	13	11	16	-4
62	CCOC(=O)/C(C#N)=C/c1cc(C)n(-c2ccc(Br)cc2)c1C	0	0.7	10	-0.5	8	/	14	23	0[fluorescence artefact?]
63	CCCc1cc(C(=O)NCc2cccs2)no1	-6	-0.2	-24	-0.4	8	12	-2	14	-9
64	N#Cc1c(NC(=S)NC(=O)c2ccccc2)sc2c1CCN(CCc1ccccc1)C2	1	24*	47	14*	-12	11	10	-14	-27[fluorescence artefact?]
65	N#Cc1nc(-c2ccco2)oc1N1CCN(c2cccc(Cl)c2)CC1	12	-0.6	13	0.5	19	6	0	-27	1
66	Cc1ccccc1NC(=S)/C(=C(\[O-])c1ccc(C)c([N+](=O)[O-])c1)[n+]1ccccc1	9	-0.3	-43	0.4	-1	1	-11	-25	-15
67	COc1ccccc1NC1=NC2(CCCC2)N=C(N)N1	3	0.4	9	-0.4	-9	13	-1	-2	-1
68	O=C1NC(=O)c2cc(NC(=O)C3COc4ccccc4O3)ccc21 (configuration not stated)	-2	3.1	-4	1.4	-28	5	17	-32	-8
69	CC(C)(C)C1=Nn2c(nnc2-c2ccco2)SC1	-3	-0.3	10	-0.5	28	5	8	-14	7[fluorescence artefact?]
70	CC/C(=C\C(=O)c1cccnc1)Nc1ccc(C)c(C)c1	-1	0.5	27	-0.2	19	15	11	-13	3[fluorescence artefact?]
71	O=C(O)CC1S/C(=N/N=C/C2CC=CCC2)NC1=O (configuration not stated)	0	1.1	8	1.4	27	1	12	-3	-8
